Assay outcomes deposited in PubChem by The Scripps Research Institute Molecular Screening Center.
GPR119 activation – off-target GPR119 activation – cell-based, PathHunter beta-arrestin, luminescence, set 2, counter-screen for GPR151 activator project, confirmation (AID 1508607); actives 0.9% (n = 2,300); activation, % at 11.2 µM; GPR119 PathHunter beta-arrestin cells, luminescence, 90 min; hits give high values;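 active = mean percent activation across replicates above the counterscreen hit cutoff of 9.17%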;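 note: 0% = median of sample wells and 100% = wells given EA reagent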
GPR151 activators – GPR151 agonism via beta-arrestin recruitment – cell-based, PathHunter beta-arrestin, luminescence, set 2, confirmation (AID 1508608); GPR151 PathHunter beta-arrestin cells, luminescence, 90 min; hits give high values; 100% = signal from added EA reagent; activation, % at 11.2 µM; actives 0.9% (n = 2,300);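 active = mean activation across replicates above 26.72%, the hit cutoff set for this confirmation screen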;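 note: 0% = plate median of compound wells and 100% = EA reagent high control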
Active calls of the source: *. Only part of the results is shown (hit frequency here may not be typical).

Start of the data: the first 2 entries, to show the layout:
SMILES	GPR119 activation	GPR151 activators
CCCN1CCN(C(=O)Cc2nc(-c3ccc(OC)cc3)no2)CC1	-1.3	-3.2
C[C@@H]1O[C@@H](O[C@H]2C[C@@H](O)[C@]3(CO)[C@H]4[C@H](O)C[C@]5(C)[C@@H](C6=CC(=O)OC6)CC[C@]5(O)[C@@H]4CC[C@]3(O)C2)[C@H](O)[C@H](O)[C@H]1O	18.4*	13.4

This part in full, repeating the preview:
SMILES	GPR119 activation	GPR151 activators
CCCN1CCN(C(=O)Cc2nc(-c3ccc(OC)cc3)no2)CC1	-1.3	-3.2
C[C@@H]1O[C@@H](O[C@H]2C[C@@H](O)[C@]3(CO)[C@H]4[C@H](O)C[C@]5(C)[C@@H](C6=CC(=O)OC6)CC[C@]5(O)[C@@H]4CC[C@]3(O)C2)[C@H](O)[C@H](O)[C@H]1O	18.4*	13.4
COP(=O)(CC(=O)O)c1ccccc1 (stereo not given)	1.3	-2.1
CC1=NCCc2c1[nH]c1cc(O)ccc21	-0.8	6.0
COc1ccc(CN2CCNCC2CCO)c(C)c1C (stereo not given)	0.9	0.6
C=CCOC(=O)C1C2NC(=S)N(CCCOC)C1(C)Oc1c(OCC)cccc12 (stereo not given)	-4.2	1.4
Cc1[nH]c2c(C(C)C)cccc2c1CCN	0.0	-5.8

Profiles as entered above.
`COc1ccc(CN2CCNCC2CCO)c(C)c1C` (stereo not given) is listed as GPR119 activation = 0.9; GPR151 activators = 0.6
`C[C@@H]1O[C@@H](O[C@H]2C[C@@H](O)[C@]3(CO)[C@H]4[C@H](O)C[C@]5(C)[C@@H](C6=CC(=O)OC6)CC[C@]5(O)[C@@H]4CC[C@]3(O)C2)[C@H](O)[C@H](O)[C@H]1O` is listed as GPR119 activation = 18.4*; GPR151 activators = 13.4
